Assay outcomes as filed in PubChem BioAssay.
FBW7 activator: activators of human E3 ligase FBW7; AID 1259310; 650,000 compounds, 0.13% hits; normalized activity (activation), % at 26.1 µM; AlphaScreen FBW7–phospho-cyclin E peptide binding, activator screen; Q969H0; in the data active = normalized activity above about 1.9%;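 also: purified mutant Fbw7 with reduced substrate affinity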
Target sequence (Q969H0 whole entry, looked up): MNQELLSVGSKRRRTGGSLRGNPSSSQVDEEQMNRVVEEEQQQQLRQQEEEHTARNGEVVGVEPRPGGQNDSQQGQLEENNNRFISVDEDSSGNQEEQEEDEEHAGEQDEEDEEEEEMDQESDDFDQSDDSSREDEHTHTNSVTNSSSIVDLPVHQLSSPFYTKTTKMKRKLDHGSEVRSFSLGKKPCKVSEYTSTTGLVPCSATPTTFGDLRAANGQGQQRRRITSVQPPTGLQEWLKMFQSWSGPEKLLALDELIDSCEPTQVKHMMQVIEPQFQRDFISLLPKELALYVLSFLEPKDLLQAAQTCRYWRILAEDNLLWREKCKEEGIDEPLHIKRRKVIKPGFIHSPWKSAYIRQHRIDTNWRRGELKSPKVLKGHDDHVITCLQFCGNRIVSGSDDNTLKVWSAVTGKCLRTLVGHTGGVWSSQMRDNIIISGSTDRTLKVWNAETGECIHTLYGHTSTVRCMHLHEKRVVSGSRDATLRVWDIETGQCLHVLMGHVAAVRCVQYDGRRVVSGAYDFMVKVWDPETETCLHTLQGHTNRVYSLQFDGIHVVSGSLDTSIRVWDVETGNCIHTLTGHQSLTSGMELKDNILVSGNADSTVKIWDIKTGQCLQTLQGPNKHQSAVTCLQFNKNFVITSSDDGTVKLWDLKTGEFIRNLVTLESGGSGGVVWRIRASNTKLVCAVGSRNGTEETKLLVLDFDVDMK
GPR151 activ: activates the human receptor GPR151; activation, % at 11.2 µM; 650,000 compounds, 1% hits; Q8TDV0; AID 1508602; PathHunter beta-arrestin GPR151 cells, luminescence; in the data active = activation above about 4.9%;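 also: 0% = median of compound wells and 100% = cells with positive control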
Target sequence (Q8TDV0 whole entry, looked up): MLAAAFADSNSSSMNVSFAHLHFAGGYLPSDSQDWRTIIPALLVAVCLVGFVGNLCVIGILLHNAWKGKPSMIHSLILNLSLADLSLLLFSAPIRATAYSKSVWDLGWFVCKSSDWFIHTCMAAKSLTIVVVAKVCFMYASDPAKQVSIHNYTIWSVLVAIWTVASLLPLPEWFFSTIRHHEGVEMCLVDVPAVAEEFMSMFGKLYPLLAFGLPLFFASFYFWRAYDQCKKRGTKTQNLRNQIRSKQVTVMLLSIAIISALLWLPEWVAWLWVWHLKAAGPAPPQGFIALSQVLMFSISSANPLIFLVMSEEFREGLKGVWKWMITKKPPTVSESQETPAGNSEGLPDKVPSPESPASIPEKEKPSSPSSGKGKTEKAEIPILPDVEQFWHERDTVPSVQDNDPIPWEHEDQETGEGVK
TEAD-YAP block: TEAD-YAP interaction inhibition. AID 1259422. 640,000 compounds, 1.4% hits. inhibition, % at 9.12 µM. HEK-TIYL cells, TEAD-Gal4/YAP UAS-luciferase luminescence; in the data active = inhibition above about 32%;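 also: 0% = median of test compound wells and 100% = reference inhibitor wells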
MITF inh: inhibitors of human MITF | O75030 | AlphaScreen MITF homodimerization, bead proximity signal | inhibition, % at 2.6 µM | 650,000 compounds, 0.91% hits; in the data active = inhibition above about 50%;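 also: 0% = vehicle wells with protein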
* hit, by the source's call.

Structure,FBW7 activator,GPR151 activ,TEAD-YAP block,MITF inh
CC1=C(C(=O)Nc2cccc(C)c2C)C(c2cccc([N+](=O)[O-])c2)NC(=S)N1 (stereo unspecified),0.0,-1.2,-10,6
Cc1ccccc1-n1c(=O)cc(N2CCCCCC2)[nH]c1=O,-0.2,-0.2,-3,-4
COc1ccc(Cl)cc1NC(=S)NCCCN1CCCC1=O,0.1,-0.2,-4,18
CCN1C(=O)CC(CC(=O)N(CC2CC2)CC2CCCO2)(c2ccccc2C)C1=O (stereo unspecified),0.3,0.8,-5,-19
Cc1cc(C(=O)Nc2cccc(I)c2)ccc1[N+](=O)[O-],0.1,-1.0,-23,10
COc1cc(OC)c(S(=O)(=O)NCc2cccnc2)cc1NC(C)=O,0.0,-0.1,6,7
CCOC(=O)c1cc2c(ccn2C)n1CC(=O)Nc1ccc(F)cc1,-0.2,0.3,7,4
CCCCCc1nc(-c2nonc2N)no1,0.0,-1.1,0,8
CCCN1C(=O)C(C)(C)COc2cc(NS(=O)(=O)c3ccc(OC)c(OC)c3)ccc21,0.0,-0.3,-12,0
CC1=C(C#N)C(c2ccccc2)C2=C(CC(C)(C)CC2=O)N1 (stereo unspecified),0.0,-1.4,5,-18

Structure,FBW7 activator,GPR151 activ,TEAD-YAP block,MITF inh
Cc1c(C(=O)Nc2cc(Oc3ccccc3)cc([N+](=O)[O-])c2)sc2ncn(Cc3cccc(F)c3)c(=O)c12,0.1,0.7,1,6
O=C(COC(=O)c1cc(F)c(F)cc1Cl)NCc1cccs1,0.1,-0.3,5,7
COc1cccc(CN2CCC(n3nccc3NC(=O)c3ccccc3C)CC2)c1O,0.0,3.1,-4,0
CC(=O)N(C1=C(N2CCCCC2)C(=O)c2ccccc2C1=O)C1CCCC1,-0.2,1.4,-7,18
O=C1N[C@@H](COCc2ccccc2)C(=O)N2C[C@@H](NCc3cnn(-c4cccc(Cl)c4)c3)C[C@@H]12,0.0,-0.4,-2,-7
Cc1cc(CNS(=O)(=O)c2ccc(N3CCOCC3)nc2)c(C(F)(F)F)o1,-0.1,-0.8,11,7
CC1=NN(c2cccc(Cl)c2)C(=O)/C1=C/c1cc2c(cc1Cl)OCO2,0.3,1.2,2,8
Clc1nc(Nc2ccc(N3CCOCC3)cc2)c2ncn(-c3ccsc3)c2n1,-0.1,2.1,23,2
COc1ccc(NC(=O)Nc2nnc(CSCc3ccccc3Cl)s2)cc1,-0.1,-1.2,13,9
Cn1c(Cl)cnc1C(O)c1ccccc1 (stereo unspecified),-0.1,0.6,7,4

Structure,FBW7 activator,GPR151 activ,TEAD-YAP block,MITF inh
CCOC(=O)C1CCN(c2cc(Nc3ccc4c(c3)OCCO4)c3c4c(onc24)-c2ccccc2C3=O)CC1,-1.3,-0.4,-1,24
N#CC(C#N)=C(N)/C(C#N)=C/c1ccc2c(c1)OCO2,-0.4,1.2,11,9
Cc1ccc(NC(=O)C(Sc2nncn2C)c2ccccc2)c([N+](=O)[O-])c1 (stereo unspecified),0.0,0.1,-12,0
Cc1ccc(CN[C@H]2C[C@H]3C(=O)N[C@@H](C)C(=O)N3C2)cc1,-0.1,1.2,9,3
Cc1cc(I)ccc1Nc1nc(Cl)nc(NCc2ccco2)n1,-0.1,-1.1,0,9
CC1Cc2ccccc2N1C(=O)CN1C(=O)CN(C)C(=O)c2ccccc21 (stereo unspecified),0.1,0.0,3,-1
CCn1c(=O)c2c(nc3n(-c4ccc(Cl)cc4)c(C)cn23)n(C)c1=O,0.3,-0.1,-1,2
O=c1c(=Nc2cc(Cl)ccc2O)c(=O)c2ccccc12,-0.3,0.4,-2,8
CC1=NN(c2ccccc2)C(=O)C1CCC(=O)O (stereo unspecified),-0.2,1.8,5,2
Cc1ccc(C2C(=O)N(C3CCCCCC3)CC(=O)N2CCC2=CCCCC2)cc1 (stereo unspecified),0.2,0.2,12,4

Structure,FBW7 activator,GPR151 activ,TEAD-YAP block,MITF inh
O=C(CSc1nc2c(sc(=S)n2-c2ccc(Cl)cc2)c(=O)n1-c1ccccc1)c1ccccc1,-0.1,1.3,-2,8
O=C(c1cc(S(=O)(=O)N2CCCC2)ccc1F)N1CCOCC1,0.8,0.5,1,11
Cc1cc(C)c2nc3s/c(=C\c4cc5c(cc4[N+](=O)[O-])OCO5)c(=O)n3c2c1,0.2,0.5,8,6
CCOC(=O)N1CCN(S(=O)(=O)c2ccc(C(=O)Nc3ccc(F)cc3F)cc2)CC1,0.0,0.3,58*,1
O=C(c1ccc(C(=O)N2CCOCC2)nc1)N1CCOCC1,0.3,0.0,11,15
CC(=O)N1CCN(S(=O)(=O)c2cccc(C(=O)NC3CCCC3)c2)CC1,0.1,0.4,7,7
O=[N+]([O-])c1ccc(CN2CCN(C/C=C/c3ccccc3)CC2)o1,-0.2,-0.8,7,65*
CS(=O)(=O)Nc1ccc(C(=O)N2CCN(C(c3ccccc3)c3ccccc3)CC2)cc1,0.0,0.7,9,2
Cc1[nH]c(=O)[nH]c(=O)c1S(=O)(=O)Nc1ccc2ccccc2c1,0.0,1.2,-1,4
O=C(NCC1Cc2cccc(-c3ccncc3)c2O1)[C@H]1C[C@@H]2C=C[C@H]1C2 (stereo partly specified),-0.1,1.0,-6,6

Part of the list above in order of heavy-atom count, lowest first.
Structure,FBW7 activator,GPR151 activ,TEAD-YAP block,MITF inh
CCCCCc1nc(-c2nonc2N)no1,0.0,-1.1,0,8
CC1=C(C#N)C(c2ccccc2)C2=C(CC(C)(C)CC2=O)N1 (stereo unspecified),0.0,-1.4,5,-18
Cc1cc(I)ccc1Nc1nc(Cl)nc(NCc2ccco2)n1,-0.1,-1.1,0,9
Clc1nc(Nc2ccc(N3CCOCC3)cc2)c2ncn(-c3ccsc3)c2n1,-0.1,2.1,23,2
CCCN1C(=O)C(C)(C)COc2cc(NS(=O)(=O)c3ccc(OC)c(OC)c3)ccc21,0.0,-0.3,-12,0
O=C(CSc1nc2c(sc(=S)n2-c2ccc(Cl)cc2)c(=O)n1-c1ccccc1)c1ccccc1,-0.1,1.3,-2,8
Cc1c(C(=O)Nc2cc(Oc3ccccc3)cc([N+](=O)[O-])c2)sc2ncn(Cc3cccc(F)c3)c(=O)c12,0.1,0.7,1,6

Compound profiles, as listed above. Order of values: FBW7 activator | GPR151 activ | TEAD-YAP block | MITF inh
Cc1cc(C)c2nc3s/c(=C\c4cc5c(cc4[N+](=O)[O-])OCO5)c(=O)n3c2c1 as listed: 0.2 | 0.5 | 8 | 6
Cc1[nH]c(=O)[nH]c(=O)c1S(=O)(=O)Nc1ccc2ccccc2c1 as listed: 0.0 | 1.2 | -1 | 4

(more compounds)
Below each compound: FBW7 activator, GPR151 activ, TEAD-YAP block, MITF inh
> COC(=O)c1ccc(/C=C(\C#N)c2nn(-c3ccccc3)c(N)c2C#N)cc1
 : 0.1, -0.9, 4, 11
> CN(Cc1cnn(C)c1)C(=O)c1cc(COc2c(F)cccc2F)on1
 : -0.2, 0.8, -23, -16
> Cc1cccc(C2C(C#N)=C(N)OC3=C2C(=O)CC(C)(C)C3)c1 (stereo unspecified)
 : 0.0, 0.2, 6, -2
> Cc1ccc(NC(=O)Cn2cnc3sc4c(c3c2=O)CCC4)cc1Cl
 : 0.1, 1.5, -2, 13
> COc1cccc(NC(=O)CSc2nc3ccc(OC)cc3cc2C#N)c1
 : 0.2, 5.1*, -2, 8
> CCCCC(=O)Nc1nnc(SCC(=O)OCC)s1
 : -0.1, -1.7, -10, 1
> CCc1ccc(C(=O)N[C@H]2C[C@H]3C(=O)N[C@H](Cc4ccccc4)C(=O)N3C2)cc1
 : 0.7, -1.7, 12, 9
> COc1cccc(/C=C2\N=C(c3ccc(C)c(C)c3)OC2=O)c1
 : -0.1, 1.9, 5, 11
> CCOC(=O)C1=C(C)NC(=O)NC1c1ccccc1OC(C)C (stereo unspecified)
 : 0.1, -0.8, 5, 24
> Cn1c(=O)oc2cc(S(=O)(=O)N3CCC(C(=O)N4CCOCC4)CC3)ccc21
 : 0.0, 0.5, 13, -2
> Cc1cc(-c2nc(-c3cccnc3)no2)ccc1[N+](=O)[O-]
 : -0.2, -1.8, -54, -4
> O=C(c1ccc(Cl)cc1Cl)N1CCN(c2cc(N3CCCC3)c(F)cc2[N+](=O)[O-])CC1
 : 0.1, 0.0, 15, 15
> CCCNc1nc(Nc2ccccc2)nc2c1ncn2C1CCCCC1
 : 0.0, 0.9, -1, -8
> CCOC(=O)c1cc2occc2n1CCCN1C(=O)c2ccccc2C1=O
 : -0.1, 1.4, 8, -18
> COc1cc(-c2nc3ccc(C(=O)NC4CCCCC4C)cc3nc2-c2cc(OC)c(OC)c(OC)c2)cc(OC)c1OC (stereo unspecified)
 : 0.2, -0.2, -5, 1

Below each compound: FBW7 activator, GPR151 activ, TEAD-YAP block, MITF inh
> CC12CCCCC1N(CC(N)=O)c1ccccc12 (stereo unspecified)
 : 0.0, 3.0, -1, 0
> CC(C)(Oc1ccc(Cl)cc1)C(=O)O/N=C(\N)Cc1ccc([N+](=O)[O-])cc1
 : -0.2, 0.2, -6, -1
> CCN1C(=O)CS/C1=N/S(=O)(=O)c1ccc(Cl)cc1
 : 0.0, -0.6, 14, 7
> CC(C)c1ccc(CN[C@H]2C[C@H]3C(=O)N[C@@H](C)C(=O)N3C2)cc1
 : 0.9, -1.7, 2, 15
> O=C1c2ccc(Br)cc2C(=O)N1CNc1ccc(Cl)cc1
 : 0.1, 0.6, -1, 19
> C=CCn1c(N2CCC(C)CC2)nc2c1c(=O)[nH]c(=O)n2C
 : 0.0, 0.5, 5, 2
> COc1ccc(CN2CCC3(CCC(CNC(=O)c4ccco4)O3)CC2)c(OC)c1C (stereo unspecified)
 : 0.0, -1.0, -11, -10
> COc1ccc(N2CCN(C(=O)c3ccc4ccccc4n3)CC2)cc1
 : 0.0, -1.4, -2, 0
> Cc1ccc(/C=C(\NC(=O)c2ccccc2)C(=O)NCCCN2CCOCC2)o1
 : 0.0, 3.8, 9, -10
> Cc1cccc2cc(C#N)c(SCC(=O)Nc3ccc4c(c3)OCO4)nc12
 : 0.1, -0.3, -5, 27
> Nc1ccccc1SCC(=O)Nc1nc(-c2ccccc2)cs1
 : 0.0, -0.1, -15, 7
> Cc1nnc(SCC(=O)Nc2ncc(Cc3cccc(Cl)c3)s2)n1N
 : -0.1, 2.4, -11, 6
> O=S(=O)(Nc1ccc(CN2CCN(c3ccccn3)CC2)cc1)c1ccc(Cl)cc1
 : 0.3, -1.0, 5, 15
> C=CCn1c(C)c(C)n2c3c(=O)n(CC(=O)OCC)c(=O)n(C)c3nc12
 : -0.1, -0.6, 7, 0
> CCc1c2c(nc3sc(C(=O)Nc4ccc(OC)cc4)c(N)c13)CC(C)(C)CC2=O
 : 0.3, 0.4, -3, 5

Below each compound: FBW7 activator, GPR151 activ, TEAD-YAP block, MITF inh
> Cn1c(NNC(=O)c2cc3ccccc3oc2=O)cc(=O)n(C)c1=O
 : -0.1, 0.6, 10, 10
> O=C(Nc1ccccc1C(=O)N1CCOCC1)c1cccc(S(=O)(=O)N2CCOCC2)c1
 : 0.4, -1.3, 5, 10
> O=C1N(Cc2ccc(F)cc2)CCN1c1ccc(C(F)(F)F)cn1
 : 0.8, -0.6, 3, 4
> COc1ccc(S(=O)(=O)Nc2cccc(-c3ccc4nncn4n3)c2)cc1F
 : 0.9, -0.2, 45*, 15
> Cc1c(NC(=S)N2CCN(c3cccc(Cl)c3)CC2)c(=O)n(-c2ccccc2)n1C
 : 0.1, -1.4, 15, 10
> COc1ccc(NC(=O)CN2CCN(c3ccccc3OC)CC2)cc1OC
 : 0.0, -0.7, -4, -6
> O=C(COc1ncnc2ccc(Br)cc12)NC1CCCCC1
 : 0.0, 0.4, 0, -6
> Cc1cc(C(=O)COC(=O)/C=C/c2cccs2)c(C)n1CC1CCCO1 (stereo unspecified)
 : -0.1, -0.5, 1, 0
> O=c1nc(/C=C/c2ccccc2C(F)(F)F)cc(C(F)(F)F)[nH]1
 : 0.0, -1.3, -8, -15
> CC(=O)Nc1ccc(NC(=O)CN(C2CCCCC2)S(C)(=O)=O)cc1
 : -0.1, 1.0, 1, 1
> CC1=C(C(=O)Nc2ccc(Br)cn2)C(c2ccccc2)C2=C(CCCC2=O)N1 (stereo unspecified)
 : 0.6, -0.9, 7, 9
> COc1ccc(CCc2nc3ccccc3c(=O)o2)cc1
 : -0.1, -4.1, -35, 8
> CCOC(=O)c1[nH]cnc1C(=O)Nc1ccc([N+](=O)[O-])cc1
 : -0.1, -0.1, 22, -5
> COc1ccc(CN(C)C(=O)CN2Cc3cc(Cl)ccc3OC(C)C2)c2cccnc12 (stereo unspecified)
 : -0.2, 1.6, 9, 12
> CC(=O)c1ccc(NC(=O)CSc2nnc(NC(=O)C3CCC3)s2)cc1
 : 0.0, -0.7, 9, 5

Below each compound: FBW7 activator, GPR151 activ, TEAD-YAP block, MITF inh
> O=C(NC1CCCCC1)/C(=C/c1ccccc1F)NC(=O)c1ccccc1
 : 0.0, -0.5, -2, -4
> CC(=O)N/C(=C/c1ccc2c(c1)OCO2)C(=O)Nc1ccc([N+](=O)[O-])cc1
 : -0.1, -1.9, -1, 12
> COc1ccc(CN(C(=O)c2cccs2)C2CCS(=O)(=O)C2)cc1 (stereo unspecified)
 : 0.0, -0.4, 0, 14
> COc1ccc(NC(=O)c2sc3ncn(Cc4ccccc4Cl)c(=O)c3c2C)c(OC)c1
 : -0.4, 0.4, -2, 6
> COc1cc([N+](=O)[O-])ccc1NC(=O)COc1ccc(C)cc1
 : -0.1, -0.6, -4, -1
> COc1cccc(-c2ocnc2C(=O)Nc2ccccc2N2CCCCC2)c1
 : -0.1, 1.8, 8, 1
> COc1cccc(C(=O)NCc2n[nH]c(=S)n2-c2cccc(C(F)(F)F)c2)c1
 : 0.0, -0.8, 5, -7
